# Bioassay records as filed in PubChem.
# STK33 kin inh – inhibitors of human STK33 kinase; ADP-Glo luminescence, MBP substrate; 27,000 compounds, 0.44% hits; inhibition, % at 12.5 µM; Q9BYT3; in the data active means inhibition above about 20%; inconclusive means no clear call, values can overlap the other calls
# Target sequence (Q9BYT3 whole entry, looked up): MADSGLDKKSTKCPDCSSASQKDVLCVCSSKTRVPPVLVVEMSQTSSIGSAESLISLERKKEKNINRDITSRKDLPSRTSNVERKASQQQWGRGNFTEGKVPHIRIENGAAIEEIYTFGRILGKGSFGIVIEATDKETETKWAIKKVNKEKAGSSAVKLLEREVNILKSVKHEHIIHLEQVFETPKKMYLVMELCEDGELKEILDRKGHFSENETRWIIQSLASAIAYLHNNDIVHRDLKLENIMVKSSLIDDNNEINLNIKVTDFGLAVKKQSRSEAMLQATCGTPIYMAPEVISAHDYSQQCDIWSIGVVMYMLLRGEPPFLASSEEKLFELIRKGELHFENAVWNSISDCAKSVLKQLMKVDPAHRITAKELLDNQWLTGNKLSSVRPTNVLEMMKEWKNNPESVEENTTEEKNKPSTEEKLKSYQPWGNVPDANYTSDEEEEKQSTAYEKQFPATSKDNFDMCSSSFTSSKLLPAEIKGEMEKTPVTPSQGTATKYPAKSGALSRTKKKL
# p53 PUMA act – re-activators of the mutant p53 pathway | SW480 PUMA-promoter luciferase, p53 mutant reactivation | activation, % at 9.98 µM | 28,000 compounds, 1.5% hits; in the data active means activation above about 52%; inconclusive means no clear call, values can overlap the other calls
# * marks the source's active call; other numbers are inactive results; ? = inconclusive; . = no result given; & = joins results of further samples. This is a subset; rates above refer to the full screens.
SMILES,STK33 kin inh,p53 PUMA act
O=C(Nc1ccc(I)cc1C(=O)NCc1cccnc1)c1ccco1,17.8,-0.2
C[C@H](CO)N1C[C@H](C)[C@H](CN(C)Cc2ccc(-c3ccccc3)cc2)Oc2ccc(NC(=O)Nc3cccc4ccccc34)cc2CC1=O,4.3,.
C[C@H](CO)N1C[C@H](C)[C@H](CN(C)S(=O)(=O)c2cn(C)cn2)Oc2ccc(NC(=O)C3CCCCC3)cc2CC1=O,0.4,.
C[C@H]1CN([C@@H](C)CO)C(=O)c2cccc(NC(=O)Nc3cccc4ccccc34)c2O[C@@H]1CN(C)C(=O)Nc1cccc2ccccc12,.,-12.8
O=C(CSc1nnc2sc3ccccc3n12)Nc1ccc(Cl)cc1,0.1,15.5
COc1ccc(OC)c(-c2cc(C(=O)NCCc3ccccc3OC)c3ccccc3n2)c1,-0.6,8.8
Cc1noc(C)c1NC(=O)Nc1ccc2c(c1)CC(=O)N([C@H](C)CO)C[C@@H](C)[C@H](CN(C)CC1CC1)O2,-2.2,8.2
COc1ccc(C2(O)c3ccccc3NC(=O)C2O)cc1 (configuration not stated),-2.8,4.4
C[C@@H]1CN([C@H](C)CO)C(=O)c2cccc(NC(=O)C3CCOCC3)c2O[C@H]1CN(C)C(=O)Nc1ccc(C(F)(F)F)cc1,.,-2.6
CC(=O)Nc1cccc(Cn2cccn2)c1,-0.8,-2.5
CCCCCCCCCCCCCCCCCCc1ccc(C(=O)/C=C/C(=O)O)cc1,.,3.2&1.0
O=C(COc1ccc([N+](=O)[O-])cc1)Nc1ccc2oc(-c3cccc(Cl)c3)nc2c1,4.9,11.7
C[C@H](CO)N1C[C@H](C)[C@H](CN(C)C(=O)Nc2ccccc2)Oc2c(NC(=O)NC3CCCCC3)cccc2C1=O,.,-11.6
COc1ccc(S(=O)(=O)Nc2ccc3c(c2)C(=O)N([C@H](C)CO)C[C@H](C)[C@H](CN(C)S(C)(=O)=O)O3)cc1,-0.5,.
Cc1cc(C(=O)Nc2cccc3c2O[C@@H](CN(C)C(=O)NC2CCCCC2)[C@@H](C)CN([C@@H](C)CO)C3=O)n(C)n1,.,-3.0
CNC[C@@H]1Oc2ccc(NC(=O)Cc3cn(C)c4ccccc34)cc2CC(=O)N([C@H](C)CO)C[C@@H]1C,0.8,-15.0
Cn1c(SCC(=O)NCCO)nc2ccccc2c1=O,2.4,-8.0
COc1ccc(NC(=O)N(C)C[C@@H]2Oc3ccc(NC(=O)CCC(F)(F)F)cc3C(=O)N([C@H](C)CO)C[C@H]2C)cc1,-1.4,.
CNC[C@H]1Oc2ccc(N(C)C)cc2CC(=O)N([C@H](C)CO)C[C@H]1C,-1.0,10.1
C[C@@H]1CN([C@H](C)CO)C(=O)Cc2cc(NS(=O)(=O)c3ccc(F)cc3)ccc2O[C@H]1CN(C)CC1CC1,-2.3,.
CCc1c(O)nc(SCC(=O)Nc2ccc(Cl)cc2Cl)n(-c2ccccc2)c1=O,-6.9,-11.9
C[C@H]1CN([C@@H](C)CO)C(=O)Cc2cc(NC(=O)Nc3ccc(C(F)(F)F)cc3)ccc2O[C@@H]1CN(C)S(=O)(=O)c1cccs1,1.4,.
C[C@@H]1CCCCO[C@@H](CN(C)C(=O)CCC(F)(F)F)[C@H](C)CN([C@H](C)CO)C(=O)c2cc(NS(C)(=O)=O)ccc2O1,.,2.8
C[C@H]1CN([C@@H](C)CO)C(=O)c2cc(NC(=O)Nc3ccc(C(F)(F)F)cc3)ccc2O[C@@H]1CN(C)Cc1ccc(Oc2ccccc2)cc1,-3.6,.
COc1ccc(NC(=O)Nc2ccc3c(c2)CC(=O)N([C@H](C)CO)C[C@@H](C)[C@@H](CN(C)S(=O)(=O)c2ccc(Cl)cc2)O3)cc1,4.9,-11.1
CC1(C)CC[C@]2(C(=O)O[C@@H]3O[C@H](CO)[C@@H](O)[C@H](O)[C@H]3O)CC[C@]3(C)C(=CCC4[C@@]5(C)C[C@H](O)[C@H](O[C@@H]6O[C@H](C(=O)O)[C@@H](O)[C@H](O)[C@H]6O)[C@@](C)(CO)C5CC[C@]43C)C2C1 (some centres not stated),-1.7,10.2
COc1ccc(NC(=O)N(C)C[C@H]2Oc3c(NC(=O)C4CCOCC4)cccc3C(=O)N([C@@H](C)CO)C[C@@H]2C)cc1,-0.1,.
O=C(CC1NCCNC1=O)Nc1ccc(Oc2ccccc2)cc1 (configuration not stated),1.2,5.2
C[C@H](CO)N1C[C@H](C)[C@@H](CN(C)C(=O)Nc2ccc(C(F)(F)F)cc2)Oc2c(NC(=O)NC3CCCCC3)cccc2C1=O,.,3.4
Cc1cc(C(=O)Nc2cccc3c2O[C@H](CN(C)Cc2ccc4c(c2)OCO4)[C@@H](C)CN([C@H](C)CO)C3=O)n(C)n1,.,0.1
COc1cc(CNC23CC4CC(CC(C4)C2)C3)ccc1OCC(N)=O,8.7,-4.9
C[C@H](CO)N1C[C@H](C)[C@@H](CN(C)Cc2ccc(C(F)(F)F)cc2)Oc2c(NC(=O)Nc3ccc(F)cc3)cccc2C1=O,.,-9.6
C[C@@H]1CCCCO[C@@H](CN(C)Cc2ccc(Cl)c(Cl)c2)[C@@H](C)CN([C@H](C)CO)C(=O)c2cc(NC(=O)c3ccncc3)ccc2O1,4.1,.
CC(C)NC(=O)Nc1ccc2c(c1)CC(=O)N([C@H](C)CO)C[C@H](C)[C@H](CN(C)Cc1ccc(Oc3ccccc3)cc1)O2,5.5,.
C[C@H](CO)N1C[C@H](C)[C@H](CN(C)Cc2ccc(C(=O)O)cc2)Oc2ccc(NC(=O)Nc3ccc(C(F)(F)F)cc3)cc2C1=O,-0.9,.
COc1ccc(S(=O)(=O)Nc2ccc3c(c2)CC(=O)N([C@@H](C)CO)C[C@@H](C)[C@@H](CN(C)C(=O)Nc2ccc(F)cc2)O3)cc1,1.8,.
C[C@H]1CN([C@@H](C)CO)C(=O)c2cccc(NC(=O)c3cnccn3)c2O[C@@H]1CN(C)C(=O)NC1CCCCC1,.,7.5
C[C@H](CO)N1C[C@H](C)[C@H](CN(C)Cc2cccc(C(=O)O)c2)OCc2cn(nn2)CCCC1=O,-0.1,.
COC(=O)C(CC#Cc1ccc2c(c1)[C@]1(C(=O)N2)[C@H](c2ccccc2OCCO)N2[C@H](c3ccccc3)[C@H](c3ccccc3)OC(=O)[C@H]2[C@@H]1C(=O)NC[C@H](O)c1ccccc1)C(=O)OC,6.6,.
O=C(Nc1cccnc1)C1CC(c2cccc(Br)c2)=NO1 (configuration not stated),1.7,2.2
Cc1ccc(N(CC(=O)Nc2c(C)n(C)n(-c3ccccc3)c2=O)S(C)(=O)=O)cc1Cl,-1.5,-17.2
Cc1cc(OCC(=O)Nc2ccc(O)cc2C(=O)O)cc(C)c1Cl,-0.8,2.4
O=C1O[C@H](c2ccccc2)[C@H](c2ccccc2)N2[C@H]1[C@@H](C(=O)NC[C@H](O)c1ccccc1)[C@]1(C(=O)Nc3ccccc31)[C@H]2c1ccccc1OCCO,13.4,.
CC(C)NC(=O)N(C)C[C@@H]1Oc2ccc(NC(=O)Nc3cccc4ccccc34)cc2CC(=O)N([C@H](C)CO)C[C@H]1C,-0.4,.
C[C@@H]1CN([C@H](C)CO)C(=O)c2cc(NC(=O)Nc3ccc4c(c3)OCO4)ccc2O[C@H]1CN(C)Cc1ccc2c(c1)OCO2,0.3,.
CNC(=O)C1=C[C@H](c2ccc(C(=O)OC)cc2)C[C@H](OCCCCO)O1,-0.5,.
C[C@@H]1CCCCO[C@@H](CN(C)C(=O)Nc2ccc(C(F)(F)F)cc2)[C@@H](C)CN([C@H](C)CO)C(=O)c2cc(NC(=O)c3ccccc3)ccc2O1,2.4,.
C[C@H](CO)N1C[C@H](C)[C@@H](CN(C)C(=O)c2cccnc2)Oc2cc(C#CC3CC3)ccc2S1(=O)=O,.,11.1
Cc1ccc(S(=O)(=O)Nc2ccc3c(c2)CC(=O)N([C@@H](C)CO)C[C@@H](C)[C@@H](CN(C)Cc2ccncc2)O3)cc1,-4.0,-1.1
CNC[C@@H]1Oc2ncc(-c3ccc(F)cc3)cc2C(=O)N([C@H](C)CO)C[C@@H]1C,-4.6,0.9

# 3 entries drawn at random from the list so far, as already listed:
SMILES,STK33 kin inh,p53 PUMA act
Cc1ccc(N(CC(=O)Nc2c(C)n(C)n(-c3ccccc3)c2=O)S(C)(=O)=O)cc1Cl,-1.5,-17.2
Cc1ccc(S(=O)(=O)Nc2ccc3c(c2)CC(=O)N([C@@H](C)CO)C[C@@H](C)[C@@H](CN(C)Cc2ccncc2)O3)cc1,-4.0,-1.1
O=C1O[C@H](c2ccccc2)[C@H](c2ccccc2)N2[C@H]1[C@@H](C(=O)NC[C@H](O)c1ccccc1)[C@]1(C(=O)Nc3ccccc31)[C@H]2c1ccccc1OCCO,13.4,.

# Additional compounds:
SMILES,STK33 kin inh,p53 PUMA act
C[C@H](CO)N1C[C@H](C)[C@H](CN(C)C(=O)Nc2ccc3c(c2)OCO3)Oc2ncc(C#Cc3ccc(F)cc3)cc2C1=O,-1.3,.
CC(C)NC(=O)N(C)C[C@H]1OCCCC[C@@H](C)Oc2ccc(NC(=O)NC3CCCCC3)cc2C(=O)N([C@H](C)CO)C[C@@H]1C,0.4,.
COc1ccc(-c2nn(C)c(=O)c3ccccc23)cc1CNC(=O)Nc1ccccc1,10.8,1.0
COc1ccc(NC(=O)CSc2nnnn2-c2ccc(OC)cc2)cc1,-1.3,4.1
Cc1cccc(S(=O)(=O)N(C)C[C@@H]2OCc3cnnn3CCCC(=O)N([C@@H](C)CO)C[C@@H]2C)c1,-3.2,.
C[C@@H]1CCCCO[C@@H](CN(C)Cc2ccccc2)[C@@H](C)CN([C@H](C)CO)C(=O)c2cc(NC(=O)Nc3ccc(C(F)(F)F)cc3)ccc2O1,2.3,.
C[C@@H]1CN([C@H](C)CO)C(=O)CCCn2cc(nn2)CO[C@@H]1CN(C)C(=O)NC1CCCCC1,6.6,.
COc1cc(S(C)=O)ccc1-c1nc2ccncc2[nH]1 (configuration not stated),3.3,12.2
Cc1ccc(CNC(=O)c2cccc(Cn3cc(Cl)cn3)c2)cc1,0.2,-10.9
COc1cc(NC(=O)CCN2CCN(C)CC2)cc(OC)c1,0.1,-10.1
C[C@@H]1CN([C@H](C)CO)C(=O)Cc2cc(NC(=O)NC3CCCCC3)ccc2O[C@@H]1CN(C)S(=O)(=O)c1ccc(F)cc1,-1.0,.
CC(=O)c1cc2ccccc2oc1=O,0.9,-7.7
C[C@H](CO)N1C[C@H](C)[C@H](CN(C)CC2CC2)Oc2c(NC(=O)C3CCOCC3)cccc2C1=O,.,-4.1
Cc1noc(C)c1NC(=O)Nc1ccc2c(c1)CC(=O)N([C@H](C)CO)C[C@H](C)[C@@H](CN(C)S(=O)(=O)c1ccccc1)O2,.,15.6
O=C(NC=Nc1cccnc1)c1cccc(COCC(F)(F)F)c1,.,9.9
O=C(NCCc1c[nH]c2ccccc12)NC1CCCCC1,-2.5,84.2*
COC(=O)c1ccc(NC(=O)CN(c2ccc(F)cc2)S(C)(=O)=O)cc1,-3.9,7.1
O=C1c2ccccc2C(=O)N1CCc1nc(-c2cccc([N+](=O)[O-])c2)no1,0.2,13.8
COc1cc(-c2oc3cc(O)cc(O)c3c(=O)c2O)ccc1O,52.5*,.
Cc1ccc(S(=O)(=O)N(C)C[C@@H]2OCc3cn(nn3)CCCC(=O)N([C@@H](C)CO)C[C@@H]2C)cc1,-1.8,.
Cc1sc2c(c1C)-c1nc(SCC(=O)C(C)(C)C)ncc1S(=O)(=O)N2C,.,16.2
O=C1O[C@H](c2ccccc2)[C@H](c2ccccc2)N2[C@H]1[C@@H](C(=O)N1CCCCCCC1)[C@]1(C(=O)Nc3ccc(C#CC4=CCCCC4)cc31)[C@H]2c1ccc(O)cc1,3.4,.
C[C@H]1CN([C@@H](C)CO)C(=O)c2cc(NC(=O)Cn3cnnn3)ccc2O[C@H]1CN(C)S(=O)(=O)c1cccs1,0.6,-1.6
CCCC#Cc1cnc2c(c1)C(=O)N([C@H](C)CO)C[C@@H](C)[C@H](CN(C)C(=O)NC1CCCC1)O2,.,0.2
Cc1noc(C)c1S(=O)(=O)Nc1ccc2c(c1)C(=O)N([C@H](C)CO)C[C@H](C)[C@@H](CN(C)C(=O)Nc1cccc3ccccc13)OCCCC[C@@H](C)O2,-2.9,.
CNC[C@H]1Oc2c(NS(=O)(=O)c3cccs3)cccc2C(=O)N([C@H](C)CO)C[C@@H]1C,.,9.5
Cc1ccc(S(=O)(=O)N(C)C[C@@H]2Oc3ccc(NC(=O)C4CC4)cc3C(=O)N([C@@H](C)CO)C[C@H]2C)cc1,-2.4,.
Cc1n[nH]c(C)c1SCC(=O)Nc1cccc(Br)c1,-1.2,-4.9
CCOc1ccc2nc(SCC(=O)Nc3c(C)n(C)n(-c4ccccc4)c3=O)sc2c1,-0.1,-8.3
Cc1ccc(S(=O)(=O)n2nc(-c3ccc(Cl)cc3)nc2NCc2ccco2)cc1,1.8,?
Cc1ccc(C(=O)C2C(=O)C(=O)N(CCN(C)C)C23C(=O)N(C)c2ccccc23)cc1 (configuration not stated),.,-16.7
O=C(NCc1ccco1)c1ccc2c(c1)C(=O)N(CC1CCCO1)C2=O (configuration not stated),-1.5,-3.2
O=C(NCCN1CCOCC1)c1cc(-n2cnnc2)ccc1Cl,-1.1,-3.6
COc1ccc(-c2nc3ccccc3s2)cc1NC(=O)COc1ccc(Br)cc1,6.6,79.1*
CCOc1ccc(OCC)c(S(=O)(=O)NC2CC(C)(C)NC(C)(C)C2)c1,-0.4,-1.9
COc1ccc(S(=O)(=O)Nc2ccc3c(c2)CC(=O)N([C@@H](C)CO)C[C@H](C)[C@H](CN(C)S(=O)(=O)c2ccc(OC)cc2)O3)cc1,4.8,-5.4

# Among those listed so far, 3 have bromine:
SMILES,STK33 kin inh,p53 PUMA act
O=C(Nc1cccnc1)C1CC(c2cccc(Br)c2)=NO1 (configuration not stated),1.7,2.2
Cc1n[nH]c(C)c1SCC(=O)Nc1cccc(Br)c1,-1.2,-4.9
COc1ccc(-c2nc3ccccc3s2)cc1NC(=O)COc1ccc(Br)cc1,6.6,79.1*
